ERG Ets-DNA blk – qHTS for Small Molecule Inhibitors of the ERG Ets/DNA interaction | fluorescence polarization, His-ERG Ets domain / labelled DNA | Potency, µM (titrated, usually from 76.9 µM), for inactives: top-dose FP activity, negative = inhibition, actives largely listed as inhibitors | hit rate 0.028% among 370,000 | AID 624246, 2012; active = well fitted inhibition curve with a large enough effect in the polarisation, with a control signal flat; inconclusive = small, poorly fitted or top-dose-only effect, or effect the other way, or a change in a side signal; inactive = no such curve, though single readings can be large or run the other way; the % refers to the polarisation;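 also: polarization taken with two DNA probes labelled with fluorescein and Texas red; % of control where 0% means no effect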
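His-tagged ERG Ets domain (1 uM in the protein solution; 300mM KCl, 50mM Tris-HCl, 1mM EDTA, 1mM DTT, pH 7.5) received compound, then a probe mix of 5 nM fluorescein-DNA and 100nM Texas-615-DNA. Fluorescence polarization was read for both dyes.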
PGK inhibitor – qHTS Assay to Find Inhibitors of Phosphoglycerate Kinase; PGK/GAPDH coupled, Kinase-Glo luminescence, 60 min; hit rate 0.043% among 380,000; Phosphoglycerate kinase, glycosomal (Trypanosoma brucei brucei), P07378; Potency, µM (series often up to 57.5 µM), for inactives: top-dose activity change, negative = inhibition, usual class: inhibitors; also: % is scaled to controls: 0 for no effect and ±100 for the full control effect; nearly all actives have a fitted effect of over 60% in size
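Luminescent ATP detection (Kinase-Glo Plus) follows a 60-minute room-temperature incubation, with wells lacking PGK as controls. Buffer: 100 mM TEA (pH 7.6), 5 mM MgCl2, 0.01% Tween-20. Coupling enzyme GAPDH (100 nM final) supplies unstable 1,3-BPG in-well.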
12-LOX inh – Primary qHTS assay for inhibitors of human arachidonate 12S-lipoxygenase (ALOX12): Round 2. Polyunsaturated fatty acid lipoxygenase ALOX12 (Homo sapiens), P18054. purified 12hLO, xylenol orange hydroperoxide absorbance. Potency, µM (doses to about 108 µM), inactives show at the highest dose activity change, negative = inhibition, usual class: inhibitors. hit rate 1.1% among 580,000. AID 1671190, 2021; also: % is scaled to controls: 0 for no effect and ±100 for the full control effect
Target sequence (P18054 whole entry, looked up): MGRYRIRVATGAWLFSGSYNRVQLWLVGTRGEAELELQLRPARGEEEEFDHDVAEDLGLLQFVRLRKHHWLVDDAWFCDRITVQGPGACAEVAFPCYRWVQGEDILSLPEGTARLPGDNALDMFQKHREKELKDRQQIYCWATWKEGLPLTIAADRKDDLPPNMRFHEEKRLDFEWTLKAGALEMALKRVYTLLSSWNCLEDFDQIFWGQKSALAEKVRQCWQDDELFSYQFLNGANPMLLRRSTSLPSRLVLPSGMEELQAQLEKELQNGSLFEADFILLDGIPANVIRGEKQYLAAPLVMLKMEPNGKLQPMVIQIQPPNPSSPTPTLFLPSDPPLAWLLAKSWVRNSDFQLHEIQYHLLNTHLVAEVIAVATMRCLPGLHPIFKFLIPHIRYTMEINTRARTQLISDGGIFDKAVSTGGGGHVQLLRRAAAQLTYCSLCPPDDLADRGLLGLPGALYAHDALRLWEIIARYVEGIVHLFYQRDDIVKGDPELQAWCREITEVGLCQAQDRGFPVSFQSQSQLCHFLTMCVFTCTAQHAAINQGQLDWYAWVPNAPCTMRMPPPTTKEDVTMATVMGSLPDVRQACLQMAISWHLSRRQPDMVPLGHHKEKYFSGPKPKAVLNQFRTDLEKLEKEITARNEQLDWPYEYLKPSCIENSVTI
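Purified human 12hLO at 150 nM in 25 mM Hepes, 0.01% Triton X-100, pH 7.0, preincubated 15 min at room temperature with compound. Reaction started with 40 uM arachidonic acid, 30 min at room temperature. Hydroperoxide measured by Fe-xylenol orange, 573/405 nm absorbance ratio.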
RGS4 inhibitor – Inhibitors of Regulator of G Protein Signaling (RGS) 4: qHTS. Transcreener GDP fluorescence polarization, RGS4-accelerated GTP hydrolysis. Potency, µM (doses to about 114 µM), inactives show at the top dose activity change, negative = inhibition, usual class: inhibitors. hit rate 0.039% among 390,000; also: % is scaled to controls: 0 for no effect and ±100 for the full control effect; nearly all actives have a fitted effect of over 75% in size; some results filed as inactive show a strong effect at the top dose
Target sequence (P49798 whole entry, looked up): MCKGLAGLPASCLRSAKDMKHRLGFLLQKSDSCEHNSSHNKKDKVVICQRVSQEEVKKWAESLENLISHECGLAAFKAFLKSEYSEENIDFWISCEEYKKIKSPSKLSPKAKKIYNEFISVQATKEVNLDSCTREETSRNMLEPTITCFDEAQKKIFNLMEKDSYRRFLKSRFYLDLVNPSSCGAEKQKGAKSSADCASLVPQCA
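MLSMR compounds (23 nl, pin-transferred) preincubated 10 min at room temperature with a 500nM (2x) first reagent, then RGS4 at 900nM (2x) plus Transcreener GDP mix added; fluorescence polarization (620/688 nm) read before and after 90 min at 30 °C.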
rTrxR1 inhibitor – qHTS Assay for Inhibitors of Mammalian Selenoprotein Thioredoxin Reductase 1 (TrxR1): qHTS; Thioredoxin reductase 1, cytoplasmic (Rattus norvegicus), O89049; recombinant rTrxR1, NADPH fluorescence consumption, selenite substrate; Potency, µM (titrated, usually from 114 µM), without a hit: at the top dose activity change, negative = inhibition, most hits filed as inhibitors; hit rate 1% among 390,000; AID 588453, 2011; also: % is scaled to controls: 0 for no effect and ±100 for the full control effect; nearly all actives have a fitted effect of over 65% in size
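Rat TrxR1 (90 nM in the dispensed reagent) was pre-reduced with 400 uM NADPH for 5 min at room temperature, then incubated with compound for 15 min. After 400 uM selenite was added, NADPH fluorescence (Ex 340/Em 450 nm) was followed for 8 min.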
HP1b binding inh – HTS for Inhibitors of HP1-beta Chromodomain Interactions with Methylated Histone Tails; AID 540317, 2011; hit rate 0.56% among 390,000; AlphaScreen HP1-beta / biotin-H3K9me3 peptide binding; Potency, µM (top dose mostly 114 µM), without a hit: top-dose activity change, negative = inhibition, most hits filed as inhibitors; also: nearly all actives have a fitted effect of over 70% in size; inactives centre near 23
Target sequence (P83916 whole entry, looked up): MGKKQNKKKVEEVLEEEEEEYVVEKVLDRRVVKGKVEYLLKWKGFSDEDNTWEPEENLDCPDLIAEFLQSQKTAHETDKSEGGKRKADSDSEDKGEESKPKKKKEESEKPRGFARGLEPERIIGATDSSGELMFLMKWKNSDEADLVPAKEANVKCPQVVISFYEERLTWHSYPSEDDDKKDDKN
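HP1-beta protein (50 nM final) preincubated 30 min at room temperature with biotinylated H3(1-18)K9me3 peptide (50 nM) in PBS pH 7.4, 0.01% Tween-20, then compound added for 30 min. AlphaScreen streptavidin donor/nickel chelate acceptor beads (10 ug/mL final), 30 min dark, luminescence read.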
Pin1 inh – qHTS Assay to Find Inhibitors of Pin1; hit rate 0.009% among 390,000; Pin1 FP peptide displacement, HiFluor488, 10 min; Potency, µM (highest dose often 115 µM), inactives show top-dose activity, negative = inhibition, hits mostly inhibitors; Peptidyl-prolyl cis-trans isomerase NIMA-interacting 1 (Homo sapiens), Q13526; active = well fitted inhibition curve with a large enough effect in the polarisation, with a control signal flat, not every such curve was filed as active; inconclusive = small, poorly fitted or top-dose-only effect, or effect the other way, or a change in a side signal; inactive = no such curve, though single readings can be large or run the other way; the % refers to the polarisation; also: % is scaled to controls: 0 for no effect and ±100 for the full control effect
JMJD2A Tudor inh – qHTS Assay for Inhibitors of JMJD2A-Tudor Domain; AlphaScreen JMJD2A-Tudor / H3K4me3 peptide binding; Potency, µM (doses to about 114 µM), for the others: at the top dose activity change, negative = inhibition, most hits filed as inhibitors; AID 504339, 2011; Lysine-specific demethylase 4A (Homo sapiens), O75164; hit rate 4.4% among 390,000; also: % is scaled to controls: 0 for no effect and ±100 for the full control effect; nearly all actives have a fitted effect of over 50% in size
GLS inh – qHTS for Inhibitors of Glutaminase (GLS) | Glutaminase kidney isoform, mitochondrial (Homo sapiens), O94925 | GLS enzymatic activity, qHTS titration | Potency, µM (doses to about 45.5 µM), for the others: top-dose activity change, negative = inhibition, usual class: inhibitors | hit rate 0.21% among 410,000 | AID 624170, 2012; also: % is scaled to controls: 0 for no effect and ±100 for the full control effect
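Two-point fluorescence kinetic (t0, 30 min RT) for hKGA; glutamate detected via glutamate oxidase–HRP–Amplex Red. Substrate: 1 mM L-glutamine solution; buffer 45 mM KH2PO4, pH 8.2.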
* marks the source's active call; other numbers are inactive results; i = inactive; u = inconclusive; x = not tested or not shown; [ ] = another dose, or the depositor's remark. Unless noted, calls follow the shape of the dose curve; as a rule, active = well fitted curve in the direction sought with a large enough effect; inconclusive = small, poorly fitted or top-dose-only effect, or another doubt; inactive = no such curve, though single readings can be large; an effect the other way counts as inactive or inconclusive. Potency is read from the fitted curve at half-maximal effect.

Each structure is followed by: ERG Ets-DNA blk | PGK inhibitor | 12-LOX inh | RGS4 inhibitor | rTrxR1 inhibitor | HP1b binding inh | Pin1 inh | JMJD2A Tudor inh | GLS inh
- CCn1cc(C(=O)NC2CC(C)(C)Cc3c2cnn3-c2cccc(F)c2)cn1 (configuration not stated)
→ -3% | -8% | 8% | -19% | -13% | 37% | -12% | -3% | -12%
- O=C(N/N=C\C=C\c1ccc2c(c1)OCO2)C1COc2ccccc2O1 (configuration not stated)
→ 4% | x | 0% | 21% | 3% | 24% | 9% | -26% | 0%
- Cc1ccc(OC(=O)N2CCOCC2)cc1
→ 2% | -6% | 4% | 12% | 5% | 15% | -2% | -9% | -2%
- O=C(C1CCCN(Cc2ccc([N+](=O)[O-])cc2)C1)N1CCCCC1 (configuration not stated)
→ 7% | i | 0% | -28% | 13% | u | 0% | 25µM* | -5%
- Cc1ccccc1CNC(=O)Cc1csc2ccccc12
→ 2% | x | -13% | -3% | -2% | 29% | 0% | -7% | -3%
- Cn1nnnc1SC(C(=O)Nc1ccc(F)cc1)c1ccccc1 (configuration not stated)
→ -6% | 5% | 1% | -6% | 11%[57.1 µM] | -1% | 1% | -21% | 11%
- CC12CC3CC(C)(C1)CC(C(O)CN1CCOCC1)(C3)C2 (configuration not stated)
→ 25% | -6% | 3% | 4% | 0% | 25% | -10% | -17% | 1%
- Nc1nc(Nc2ccccc2F)nc(NCc2ccco2)c1[N+](=O)[O-]
→ 5% | -2% | 0% | -24% | 11% | 4% | -1% | -32% | 6%
- CC(C)COC(=O)c1ccc(NC(=O)C2C3CCC(C3)C2C(=O)O)cc1 (configuration not stated)
→ -6% | -3% | 0% | 13% | 17%[57.1 µM] | 29% | 0% | 3% | 8%
- COc1ccccc1NS(=O)(=O)NC(=O)c1c(C)[nH]c2ccccc12
→ -2% | -5% | -8% | -26% | -31% | 40%[activator] | -1% | 11% | 0%
- O=C(c1cccs1)N(Cc1cccc(F)c1)C1CCS(=O)(=O)C1 (configuration not stated)
→ 7% | 10% | 4% | 29% | 12% | 41%[activator] | 3% | -8% | -4%
- COc1ccccc1OCC(=O)NCCS(=O)(=O)N1CCN(c2ccccc2OC)CC1
→ 0% | -5% | -15% | -8% | 7%[57.1 µM] | 23%[57 µM] | 0% | -2% | 9%
- CSc1ccc2nnc(-c3ccc(C)cc3)n2n1
→ x | x | x | -5% | 21% | 20%[57 µM] | -1% | -20%[57.1 µM] | x
- Cc1ccc(O)c(NC(=O)CCC2CCCCC2)c1
→ 12% | -4% | 134%[activator] | 7% | -5%[57.1 µM] | 38% | -4% | 3% | 14%
- COc1cc(C(=O)OCC(=O)N2CCCCC2C)ccc1OCc1c(C)noc1C (configuration not stated)
→ 10% | -2% | -11% | 3% | 22% | 9% | -2% | -10% | 3%
- Cc1sc2ncnc(Nc3ccccc3)c2c1C
→ 5% | i | 0% | -11%[11.4 µM] | -2% | -7% | 3% | -24%[11.4 µM] | 16%
- CC(C)c1ccc(NC(=O)c2ccc(F)c(S(=O)(=O)N3CCc4ccccc4C3)c2)cc1
→ -1% | -2% | u | 9% | 27%[57.1 µM] | 35% | 8% | -16% | 1%
- CCOc1ccccc1NC(=O)Nc1cnccn1
→ -2% | 2% | 3% | -3% | 16%[57.1 µM] | 26% | -2% | -3% | 0%
- CCOc1ccc(N(CC(=O)NC2CCCCCC2)S(=O)(=O)c2c(C)noc2C)cc1
→ 2% | -4% | 6% | 1% | 18% | 29% | -2% | -16% | 1%
- COC(=O)C(Cc1ccc(O)cc1)NC(=O)CCc1nc2ccccc2s1 (configuration not stated)
→ 8% | 5% | -10% | -8% | 0% | 0% | -4% | -10% | 23%
- CC(C)c1ccc(NC2CCCN(C(=O)c3ccncc3)C2)cc1 (configuration not stated)
→ -1% | -8% | -6% | 7% | 7% | 20% | -6% | -20% | -5%
- Nc1nnn(CC(=O)N/N=C/c2ccncc2)n1
→ -2% | -1% | 104%[activator] | -9% | 1% | 31% | 1% | 11% | 0%
- CCCCOC(=O)CSc1nc(N)c(C#N)c(-c2ccc(OCC)cc2)c1C#N
→ -2% | 4% | -9% | 8% | -15% | 41%[activator] | -5% | -2% | 1%
- Cc1onc(-c2c(Cl)cccc2Cl)c1C(=O)N=C(N)N1CCOCC1
→ 5% | -4% | u | -3% | 14% | 32% | 0% | 1% | -6%
- Cc1ccc(CNC(=O)CSc2nnc3n2CCCCC3)cc1
→ -8% | i | 19% | 18% | 28% | 6% | 1% | -20% | -3%
- O=C(NCc1cccc(C(F)(F)F)c1)C1CC(c2ccc(C(F)(F)F)cc2)=NO1 (configuration not stated)
→ 2% | -9% | -4% | 3% | 14%[57.1 µM] | 30% | 0% | -8% | 0%
- COc1ccccc1NC(=S)NCCc1ccc(S(N)(=O)=O)cc1
→ -3% | 7% | 2% | 6% | 10%[57.1 µM] | 40%[activator] | 2% | 1%[57.1 µM] | 7%
- COC(=O)c1ccccc1NC(=O)COC(=O)c1ccco1
→ 16% | -4% | -22% | -10% | -7% | 6% | -4% | u | 12%
- COc1cc(C(=O)OCC(=O)Nc2cc(C)on2)ccc1OCc1ccccc1Cl
→ 9% | -4% | 0% | -26% | 12% | 48%[activator] | 17% | -8% | -7%
- O=C(c1ccc2c(=O)n3c(nc2c1)CCC3)N1CCN(S(=O)(=O)c2ccccc2Br)CC1
→ 1% | -5% | 179%[activator] | -11% | 25% | 30% | 1% | 0% | 6%
- Cc1ccnc(SCC(=O)NC2CCCCCC2)n1
→ 3% | 6% | 8% | 6% | 12% | 17% | -5% | 0% | 1%
- Cc1c(Nc2nc(-c3ccc(Cl)cc3)cs2)c(=O)n(-c2ccccc2)n1C
→ x | 2% | -17% | -21% | -6% | -30% | 2% | u | -6%
- COc1cccc(CN2CC(C(=O)N3CCOCC3)CCC2=O)c1 (configuration not stated)
→ -10% | i | 16% | -1% | 5% | 48%[activator] | 7% | 2% | -18%
- CC(C)(C)C1CCC(C(=O)NCCc2ccc(S(N)(=O)=O)cc2)CC1 (configuration not stated)
→ 10% | i | 1% | 2% | -12%[57.1 µM] | 26% | 5% | -12% | 2%
- CC(C)(C)SCCSC1=CC(=O)CC(c2ccccc2)C1 (configuration not stated)
→ -3% | 1% | -12% | -5% | 0%[57.1 µM] | 35%[activator] | -7% | 19% | 6%
- CCCCCCC(C)n1cc(C(C)=O)c(=O)[nH]c1=O (configuration not stated)
→ -13% | -4% | -8% | -24% | 12% | 44%[activator] | 2% | -2% | -6%
- COc1ccccc1CNC(=O)C(=O)c1cn(CC(=O)N2CCCC2)c2ccccc12
→ 5% | 2% | 9% | -12% | -3% | 36% | 1% | -19% | 14%
- O=C(O)c1cccnc1SCc1cccc(Br)c1
→ 5% | -1% | -4% | 9% | 25% | 36% | -4% | -6% | -6%
- Cn1nccc1C(=O)Nc1ccc2c(c1)OCCO2
→ 14% | u | 0% | -11%[11.4 µM] | 11% | 4% | 0% | -12% | 2%
- COc1ccccc1OCCC(=O)OCC(=O)NCc1ccc(Cl)cc1
→ -1% | -5% | 0% | -9% | 25%[57.1 µM] | 4% | 2% | -14% | 0%
- COc1ccc(CN2C(=O)CCC2(C)C(=O)NC2CCCC2)c(OC)c1 (configuration not stated)
→ 1% | 0% | 19%[57.4 µM] | 26% | 0% | 31% | -7% | -12% | 5%
- Cc1onc(-c2ccccc2Cl)c1C(=O)NC1CCCCCC1
→ -8% | -8% | 0% | -10% | 2% | 34%[activator] | 1% | 1% | -12%
- CCc1c(C)nc(N2CCN(c3ccccc3F)CC2)[nH]c1=O
→ -1% | -5% | 14% | -2% | 12% | 27% | 2% | 7% | 3%
- O=C(Cc1ccc([N+](=O)[O-])cc1)Nc1cccc(C(F)(F)F)c1
→ -3% | 11% | -10% | 10%[11.4 µM] | 8% | 41%[activator] | u | -4% | -2%
- Cc1ccnc(NCn2nnc3ccccc32)c1
→ x | x | 3% | 28% | 25% | 26% | -7% | -7% | 0%
- COc1cc2c(cc1OC)CN(C(=O)CSc1ccccc1C)CC2
→ 2% | -9% | 9% | -5% | 35% | 40%[activator] | 3% | -10% | -8%
- COc1ccc(OC)c(N/C(C)=C/C(=O)c2ccncc2)c1
→ -4% | 2% | 4% | -19% | 5%[57.1 µM] | -5% | 1% | u | -9%
- O=C(NC1CCCC1)c1cc(COc2ccc3ncccc3c2)on1
→ -6% | -1% | x | 9% | 13% | 49%[activator] | -4% | -1% | 0%

Screening data: PubChem, National Center for Advancing Translational Sciences (NCATS)

These rows are one share of the data. The share of hits here may be higher or lower than overall.
